# High-throughput results deposited in PubChem by National Center for Advancing Translational Sciences (NCATS).
# ERG-DNA inh – qHTS for Small Molecule Inhibitors of the ERG Ets/DNA interaction; AID 624246, 2012; Potency, µM (titrated, usually from 76.9 µM), inactives show top-dose FP activity, negative = inhibition, usual class: inhibitors; 370,000 tested, 0.028% active; fluorescence polarization, His-ERG Ets domain / labelled DNA; active means well fitted inhibition curve with a large enough effect in the polarisation, with a control signal flat; inconclusive means small, poorly fitted or top-dose-only effect, or effect the other way, or a change in a side signal; inactive means no such curve, though single readings can be large or run the other way; the % refers to the polarisation;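 further: polarization taken with two DNA probes labelled with fluorescein and Texas red; potency means the concentration at half of the fitted maximal effect; % of control where 0% means no effect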
#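 His-tagged ERG Ets domain (1 uM in the protein solution; 300mM KCl, 50mM Tris-HCl, 1mM EDTA, 1mM DTT, pH 7.5) received compound, then a probe mix of 5 nM fluorescein-DNA and 100nM Texas-615-DNA. Fluorescence polarization was read for both dyes.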
# 12-LOX inh – Primary qHTS assay for inhibitors of human arachidonate 12S-lipoxygenase (ALOX12): Round 2 | Polyunsaturated fatty acid lipoxygenase ALOX12 (Homo sapiens), P18054 | purified 12hLO, xylenol orange hydroperoxide absorbance | Potency, µM (top dose mostly 108 µM), without a hit: top-dose activity change, negative = inhibition, hits mostly inhibitors | 580,000 tested, 1.1% active; further: potency means the concentration at half of the fitted maximal effect; on the % scale 0 is the no-effect control and ±100 the full control effect
#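 Purified human 12hLO at 150 nM in 25 mM Hepes, 0.01% Triton X-100, pH 7.0, preincubated 15 min at room temperature with compound. Reaction started with 40 uM arachidonic acid, 30 min at room temperature. Hydroperoxide measured by Fe-xylenol orange, 573/405 nm absorbance ratio.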
# RGS4 inhibitor – Inhibitors of Regulator of G Protein Signaling (RGS) 4: qHTS; 390,000 tested, 0.039% active; Regulator of G-protein signaling 4 (Homo sapiens), P49798; Transcreener GDP fluorescence polarization, RGS4-accelerated GTP hydrolysis; Potency, µM (titrated, usually from 114 µM), for inactives: at the top dose activity change, negative = inhibition, hits mostly inhibitors; further: potency means the concentration at half of the fitted maximal effect; on the % scale 0 is the no-effect control and ±100 the full control effect; nearly all actives have a fitted effect of over 75% in size; some results filed as inactive show a strong effect at the top dose
#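 MLSMR compounds (23 nl, pin-transferred) preincubated 10 min at room temperature with a 500nM (2x) first reagent, then RGS4 at 900nM (2x) plus Transcreener GDP mix added; fluorescence polarization (620/688 nm) read before and after 90 min at 30 °C.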
# GLS inhibitor – qHTS for Inhibitors of Glutaminase (GLS) | Glutaminase kidney isoform, mitochondrial (Homo sapiens), O94925 | AID 624170, 2012 | GLS enzymatic activity, qHTS titration | Potency, µM (titrated, usually from 45.5 µM), for the others: top-dose activity change, negative = inhibition, most hits filed as inhibitors | 410,000 tested, 0.21% active; further: potency means the concentration at half of the fitted maximal effect; on the % scale 0 is the no-effect control and ±100 the full control effect
#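 hKGA in 45 mM KH2PO4 (pH 8.2), 0.02% Tween-20 with compound, then 1mM L-Glutamine (stock as added) plus glutamate oxidase/HRP/Amplex red coupling mix. Fluorescence read initially and after 30 min at RT; signal change reflects glutamate formation.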
# G9a block – qHTS Assay for Inhibitors of Histone Lysine Methyltransferase G9a. Potency, µM (highest dose often 102 µM), for the others: top-dose activity, negative = inhibition, most hits filed as inhibitors. G9a H3K9 monomethylation, AlphaScreen, 2 h. AID 504332, 2011. 350,000 tested, 8.8% active; further: potency means the concentration at half of the fitted maximal effect; on the % scale 0 is the no-effect control and ±100 the full control effect; nearly all actives have a fitted effect of over 75% in size
#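 Readings reflect AlphaScreen signal from monomethyl-H3K9 antibody detection. HMT at 20 nM; substrate b-H3K9 500 nM; cofactor SAM 20 uM; 2 h RT reaction; compounds tested as titrations in qHTS with 15 min preincubation.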
# BAZ2B block – qHTS Assay for Inhibitors of BAZ2B | AlphaScreen BAZ2B-H3K14Ac peptide displacement | Potency, µM (titrated, usually from 114 µM), for inactives: at the highest dose activity change, negative = inhibition, hits mostly inhibitors | 360,000 tested, 4.4% active | AID 504333, 2011; further: potency means the concentration at half of the fitted maximal effect; on the % scale 0 is the no-effect control and ±100 the full control effect; nearly all actives have a fitted effect of over 60% in size
# Target sequence (Q9UIF8 whole entry, looked up): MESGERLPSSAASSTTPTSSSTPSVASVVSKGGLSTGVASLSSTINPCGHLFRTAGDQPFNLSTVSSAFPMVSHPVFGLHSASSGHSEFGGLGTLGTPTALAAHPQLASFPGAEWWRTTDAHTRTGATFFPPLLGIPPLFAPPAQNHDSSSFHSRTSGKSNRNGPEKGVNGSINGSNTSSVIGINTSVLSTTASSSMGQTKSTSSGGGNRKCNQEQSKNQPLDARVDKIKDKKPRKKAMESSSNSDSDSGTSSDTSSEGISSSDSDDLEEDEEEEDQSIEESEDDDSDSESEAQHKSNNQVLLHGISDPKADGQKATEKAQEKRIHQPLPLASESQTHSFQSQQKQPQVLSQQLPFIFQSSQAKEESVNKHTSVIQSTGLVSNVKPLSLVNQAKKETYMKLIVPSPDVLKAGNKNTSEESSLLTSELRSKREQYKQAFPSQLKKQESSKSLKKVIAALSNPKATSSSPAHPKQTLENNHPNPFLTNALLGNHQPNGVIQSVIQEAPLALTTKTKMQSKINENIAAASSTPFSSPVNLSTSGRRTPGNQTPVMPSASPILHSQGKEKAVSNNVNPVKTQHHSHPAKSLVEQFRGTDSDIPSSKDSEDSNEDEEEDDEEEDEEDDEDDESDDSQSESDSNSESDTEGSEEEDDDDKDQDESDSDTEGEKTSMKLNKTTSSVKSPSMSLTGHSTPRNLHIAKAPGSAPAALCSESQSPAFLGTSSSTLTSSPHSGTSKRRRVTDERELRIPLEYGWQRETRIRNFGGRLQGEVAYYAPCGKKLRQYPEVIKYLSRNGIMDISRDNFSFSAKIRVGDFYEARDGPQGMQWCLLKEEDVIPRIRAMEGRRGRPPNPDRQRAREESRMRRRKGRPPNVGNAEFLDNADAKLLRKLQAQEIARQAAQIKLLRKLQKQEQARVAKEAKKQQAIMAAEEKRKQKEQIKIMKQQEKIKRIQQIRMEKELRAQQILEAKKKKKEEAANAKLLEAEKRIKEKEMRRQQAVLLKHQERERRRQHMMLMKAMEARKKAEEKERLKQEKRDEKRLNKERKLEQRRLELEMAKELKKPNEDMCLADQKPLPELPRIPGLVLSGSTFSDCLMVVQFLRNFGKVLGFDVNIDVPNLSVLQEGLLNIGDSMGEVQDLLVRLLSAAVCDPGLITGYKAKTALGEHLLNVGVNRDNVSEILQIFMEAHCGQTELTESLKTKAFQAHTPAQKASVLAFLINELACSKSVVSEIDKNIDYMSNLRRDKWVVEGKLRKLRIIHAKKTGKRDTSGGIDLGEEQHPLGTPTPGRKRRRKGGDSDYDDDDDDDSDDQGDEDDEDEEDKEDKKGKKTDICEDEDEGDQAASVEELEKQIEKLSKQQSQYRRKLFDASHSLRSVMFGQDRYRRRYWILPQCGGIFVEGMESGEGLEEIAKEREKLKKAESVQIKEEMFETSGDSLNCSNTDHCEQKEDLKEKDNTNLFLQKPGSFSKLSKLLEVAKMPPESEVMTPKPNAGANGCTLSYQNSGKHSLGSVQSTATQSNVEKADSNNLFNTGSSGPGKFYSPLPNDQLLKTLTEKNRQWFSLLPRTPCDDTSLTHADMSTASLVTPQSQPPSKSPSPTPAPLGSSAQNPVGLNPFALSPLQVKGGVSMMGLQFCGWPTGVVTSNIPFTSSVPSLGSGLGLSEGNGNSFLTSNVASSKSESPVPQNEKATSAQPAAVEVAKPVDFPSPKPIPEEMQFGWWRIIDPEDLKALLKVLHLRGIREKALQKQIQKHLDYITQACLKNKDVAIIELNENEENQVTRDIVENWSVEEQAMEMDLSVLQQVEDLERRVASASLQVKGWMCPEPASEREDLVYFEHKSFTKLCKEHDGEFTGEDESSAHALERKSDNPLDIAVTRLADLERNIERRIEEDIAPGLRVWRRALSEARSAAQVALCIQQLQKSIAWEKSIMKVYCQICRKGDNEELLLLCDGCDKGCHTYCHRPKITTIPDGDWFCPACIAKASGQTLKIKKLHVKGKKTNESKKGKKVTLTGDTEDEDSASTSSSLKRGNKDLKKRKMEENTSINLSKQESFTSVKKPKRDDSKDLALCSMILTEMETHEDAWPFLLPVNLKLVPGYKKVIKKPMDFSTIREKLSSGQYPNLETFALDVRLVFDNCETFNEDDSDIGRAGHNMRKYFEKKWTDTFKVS
#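 Inhibition is scored as reduced AlphaScreen emission. The BAZ2B/b-H3(5-23)K14Ac complex (50 nM each) in PBS pH 7.4, 0.01% Tween-20 meets compound (up to 110 uM) for 30 min at RT before bead addition.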
# JMJD2A Tudor – qHTS Assay for Inhibitors of JMJD2A-Tudor Domain. AlphaScreen JMJD2A-Tudor / H3K4me3 peptide binding. AID 504339, 2011. Lysine-specific demethylase 4A (Homo sapiens), O75164. 390,000 tested, 4.4% active. Potency, µM (doses to about 114 µM), for inactives: top-dose activity change, negative = inhibition, usual class: inhibitors; further: potency means the concentration at half of the fitted maximal effect; on the % scale 0 is the no-effect control and ±100 the full control effect; nearly all actives have a fitted effect of over 50% in size
# PI4K2A block – qHTS for small molecular inhibitors of PI4K2A; Phosphatidylinositol 4-kinase type 2-alpha (Homo sapiens), Q9BTU6; purified PI4K2A, ADP-Glo luminescence, 1 h; active compounds read low; activity change, negative = inhibition, % at 76.9 µM; 420,000 tested, 0.13% active; AID 1346378, 2018; in the data active means activity change below about -50%; inconclusive means mostly about -30% to -49%;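 further: -100% = wells without enzyme as full effect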
#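 Compounds are screened against recombinant PI4K2A using PI as substrate and ATP, the latter dispensed at 300 microM. Reactions run one hour at ambient temperature before ADP-Glo detection; full inhibition defined by wells lacking enzyme.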
# HP1b binding inh – HTS for Inhibitors of HP1-beta Chromodomain Interactions with Methylated Histone Tails; Chromobox protein homolog 1 (Homo sapiens), P83916; AlphaScreen HP1-beta / biotin-H3K9me3 peptide binding; Potency, µM (series often up to 114 µM), for the others: top-dose activity change, negative = inhibition, actives largely listed as inhibitors; 390,000 tested, 0.56% active; AID 540317, 2011; further: potency means the concentration at half of the fitted maximal effect; nearly all actives have a fitted effect of over 70% in size; inactives centre near 23
#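 AlphaScreen: HP1-beta (50 nM) preformed 30 min with biotin-H3(1-18)K9me3 peptide (50 nM) in PBS pH 7.4, 0.01% Tween-20. Compound added for 30 min at RT, then streptavidin donor/nickel chelate acceptor beads (10 ug/mL) for 30 min.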
# Active calls of the source: *; ? = inconclusive; . = not tested or not shown; & = joins results of further samples; [ ] = dose if it differs, or a comment. Unless noted, the call rests on the fitted dose curve; in most records, active means well fitted curve in the direction sought with a large enough effect; inconclusive means small, poorly fitted or top-dose-only effect, or another doubt; inactive means no such curve, though single readings can be large; an effect the other way counts as inactive or inconclusive. The list is partial; rates above refer to the full screens.
SMILES,ERG-DNA inh,12-LOX inh,RGS4 inhibitor,GLS inhibitor,G9a block,BAZ2B block,JMJD2A Tudor,PI4K2A block,HP1b binding inh
O=C(c1cccc(F)c1F)N1CCCC1,-6%,-15%,1%[11.4 µM],-20%,-3%[59 µM],-1%,-2%[11.4 µM],10,0%
O=C(CSc1ncc2c(n1)-c1ccccc1N(Cc1ccc(F)cc1)S2(=O)=O)c1ccc(Cl)cc1,-1%,-8%,-5%,5%,-2%[59 µM],1%,14%,2,40%[activator]
O=C(NNS(=O)(=O)c1ccc([N+](=O)[O-])cc1)C(=O)Nc1cccc(C(=O)O)c1,8%,?,-27%,6%,8.9µM*,56µM*,?,-8,37%
Cc1ccc(-c2nnc3c4ccccc4c(C)nn23)cc1S(=O)(=O)N1CCN(C)CC1,-1%,-17%,-18%,-8%,.,.,2%,-1,32%
O=C(c1ccccc1)N1CCCOC1c1ccccc1 (stereo not drawn),0%,-7%,20%,12%,25µM*,.,-8%,7,25%
CCOc1cc(CNc2ccc(O)cc2)ccc1OCc1ccc(Cl)cc1,?,264%[activator],?,14%,?,-33%,-36%,-55*,?
COc1cc(C(=O)NC(=S)Nc2ccc3c(c2)C(=O)N(C)C3=O)cc(OC)c1OC,1%,?,-29%,4%,45µM*,-29%,?,-3,-13%
CSc1nc(C)c(C(=O)C[n+]2ccc(C)cc2)cc1C#N,-1%,1%,-37%,-9%,-8%,-3%,-10%,-4,54%[activator]
CCCn1nc(NC(=O)C2CCCO2)c2cc3cc(C)ccc3nc21 (stereo not drawn),8%,0%,-20%,4%,10%[59 µM],43%[activator],44%[activator],4,92%[activator]
Cc1ccc(N=C2NC(=O)/C(=C\c3ccc(C)s3)S2)cc1,-1%,-10%,-20%,-18%,0%,-4%,-8%,2,31%
O=C(C1CCCN(c2ncnc3c2nc2n3CCCCC2)C1)N1CCN(c2ccccc2F)CC1 (stereo not drawn),-4%,14%,21%,6%,-9%[0.0925 µM],?,-23%,4,18%
COc1ccccc1CNC(=O)CCC1N=C2c3ccccc3N=C(SCC(=O)NCCc3ccc(OC)c(OC)c3)N2C1=O (stereo not drawn),-1%,-25%,13%,-10%,26%[59 µM],-36%,-16%,-4,6%
CC1CCc2nc(N)c(C#N)c(-c3ccncc3)c2C1 (stereo not drawn),-5%,8%,36%,13%,?,-7%,-17%,4,13%
Nc1c(-c2nc(-c3cccs3)no2)nnn1-c1cccc(Cl)c1,1%,5%,-19%,-3%,6%[59 µM],9%,0%,1,51%[activator]
O=C(Nc1cc(NC(=O)c2ccccc2F)ccc1Cl)c1ccccc1,8%,-29%,-31%,0%,8%,1%,-4%,7,49%[activator]
Cc1ccccc1OCC(=O)Nc1ccc(S(=O)(=O)N2CCCC2)cc1,3%,8%,14%,2%,?,-10%,-16%,4,28%
Cc1ccc(NC(=O)c2oc3ccccc3c2NC(=O)Cc2cccs2)cc1,3%,-29%,-8%,-7%,?,-18%,-6%,3,57%[activator]
CCOC(=O)C1(Cc2ccccc2C)CCCN(C(=O)CN2C(=O)CSC2=O)C1 (stereo not drawn),6%,7%,21%[11.4 µM],-2%,7%,-6%[57.1 µM],-3%,2,66%[activator]
CC(C)c1ccc(NS(=O)(=O)c2cccc3cccnc23)cc1,2%,108%[activator],10%,-2%,13%,4%,-8%,4,29%
CC1CCCCC12NC(=O)N(CC(=O)OCC(=O)Nc1ccc(F)cc1[N+](=O)[O-])C2=O (stereo not drawn),9%,0%,4%,-3%,.,.,-7%,-3,15%
O=S(=O)(c1ccccc1)N1N=C(c2ccccc2)CC1c1ccccc1 (stereo not drawn),4%,1%,-4%,3%,-19%,5%,-11%,2,19%
CCN(C(=O)COC(=O)C12CC3CC(CC(O)(C3)C1)C2)c1c(N)n(Cc2ccccc2)c(=O)[nH]c1=O,0%,33%[activator],-32%,-1%,.,.,8%,-4,18%
COC(=O)c1ccccc1NC1=C/C(=N\S(=O)(=O)c2cccs2)c2ccccc2C1=O,14%&7%,-1%,?,-7%&4%,1.8µM*,1.4µM*,4µM*,?,7.1µM*
C/C(=N\NC(=O)CSc1nc(C)cc(C)n1)c1cccc([N+](=O)[O-])c1,4%,-4%,-3%,-4%,48%[59 µM],-23%,-1%,-4,40%[activator]
COc1ccccc1N(CC(=O)NCCSCc1ccc(Cl)cc1)S(C)(=O)=O,12%&4%,?,-8%&5%,-16%&-3%,11%,-12%&6%,-5%&4%,-2&1,53%&33%[activator]
Cc1nc2ccccc2c(C)c1CC(=O)N(CC(C)C)c1c(N)n(Cc2ccccc2)c(=O)[nH]c1=O,4%,-24%,-18%,0%,4%[0.501 µM],6%,-5%,3,16%
c1ccc(Cc2nnc3sc(-c4ccccn4)nn23)cc1,4%,-14%,-46%,-30%,?,5%,-15%,0,-33%
COc1cc(-c2nc3ccc(N4CCN(C)CC4)cc3[nH]2)cc(OC)c1OC,11%,-11%,-19%,?,40µM*,-35%,-5%,18,5%
COc1ccc(CNC(=O)C(C)n2nc(C)n3c(cc4occc43)c2=O)cc1 (stereo not drawn),-6%,-3%,12%,5%,.,-2%,-12%,-1,25%
COc1cccc(CNC(=O)CSCC(=O)Nc2ccc(C)cc2)c1,0%,6%,-7%,3%,10%[0.501 µM],8%,-12%,3,27%
CCn1c2ccccc2c2nnc(SCN3C(=O)c4ccccc4C3=O)nc21,-8%,5%,-3%,19%,.,.,0%,-2,21%
O=c1oc2ccccc2cc1-c1cn(-c2ccccc2)c(=S)[nH]1,0%,?,-44%,-15%,1.4µM*,10%,-12%,-4,27%
Cc1ccc2[nH]c3c(c2c1)CCc1cn[nH]c1-3,4%,?,-18%,0%,-42%[12.7 µM],?,?,6,12%
c1ccc(-n2ncc3c(NC4CCCC4)ncnc32)cc1,-2%,34%&-18%[activator],14%,2%,2%[59 µM],7%,-29%,-4,46%[activator]
CCOc1ccc(C(Nc2ccc(C)cc2)P2(=O)OCCCO2)cc1 (stereo not drawn),-1%,19%,23%,-2%,-12%,-10%,-30%,-5,20%
CCc1ccc(-c2nc(SCC(=O)N(C)C3CCS(=O)(=O)C3)n[nH]2)cc1 (stereo not drawn),10%,-2%,11%,8%,-30%,3%,-6%,-4,27%
Cc1nn(CCc2n[nH]c(=S)n2-c2ccc(F)cc2)c(C)c1[N+](=O)[O-],-5%,?,-14%,-1%,2.2µM*,5%,18µM*,0,13%
CC1=NNC(=O)C1CCC(=O)N/N=C/C=C/c1ccccc1 (stereo not drawn),-10%,10%,-4%,2%,-8%,-1%,1%,2,42%[activator]
C=CCn1c(SCc2c(C(=O)OC)sc(N)c2C(=O)OC)nnc1-c1ccc(Cl)cc1,-5%,0%,13%,5%,?,-9%,-22%,2,21%
CC1CCN(c2nc3ccc(C(=O)NCc4ccccc4)cc3s2)CC1,-9%,-24%,-6%,4%,7%[59 µM],4%,-1%,-4,28%
CCOc1ccccc1C1C(C(=O)Nc2ccccc2OC)=C(C)Nc2nc3ccccc3n21 (stereo not drawn),3%,2%&0%,25%,11%,-2%[59 µM],0%,-6%,-1,7%
COC(=O)c1ccccc1OCCOCCOc1cccc2ccc(C)nc12,10%,0%,-8%,-14%,?,-5%,0%,2,51%[activator]
CCCCCN(C(=O)CCC(=O)OCCOc1ccc(OCC)cc1)c1c(N)n(CCCC)c(=O)[nH]c1=O,26%,-28%,-30%,-1%,-4%[2.33 µM],-3%,-10%,2,-1%
COc1ccc(C)cc1S(=O)(=O)N1CCC(C(=O)NC2CCCC2)CC1,10%,495%[activator],-1%,8%,.,0%,-8%,0,19%
COc1cc(CN2CCN(c3ccc(C)cc3)CC2)cc([N+](=O)[O-])c1O,-4%,?,-24%,38%[activator],-15%[59 µM],?,-33%,-1,12%
CN(C(=O)c1ccc(NC(=O)Cc2ccc(NC(=O)C3CCCN(S(=O)(=O)c4cccc([N+](=O)[O-])c4)C3)cc2)cc1)C1CCCC1 (stereo not drawn),18%,6%,17%,7%,.,.,-21%,-7,27%
Cc1ccc(C(=O)NCc2ccc(F)cc2)cc1NC(=O)c1nsc2ccccc12,3%,-28%,9%,1%,-6%[59 µM],2%,-1%,-2,22%[57 µM]
Cc1cc(N2CCOCC2)c(F)cc1C(=O)c1ccccc1,-3%,27%,-1%,0%,-3%[2.33 µM],-1%,15%,0,61%[activator]
CCc1ccccc1NC(=O)CCN1C(=O)c2ccccc2C1=O,1%,91%[activator],-15%,-4%,21%,4%,-6%,7,30%
